tim10-1 inh: inhibits growth of tim10-1 mutant yeast. inhibition, % at 20 µM. S. cerevisiae tim10-1 ts strain growth, BacTiter-Glo, 24 h. AID 463190. actives 2.2% (n = 330,000);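 active = inhibition of at least 40%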;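 also: mutant grown at 25 °C; 0% = DMSO wells with yeast and 100% = wells holding no yeast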
697 NFkB inh: lowers PMA/ionomycin-induced NF-kB signal in 697 B cells; 697 B-cell NF-kB luciferase reporter, 16 h; inhibition, % at 4 µM; actives 0.33% (n = 330,000); AID 435022; in the data active = inhibition above about 35%
UPR XBP1 act: adaptive UPR (XBP1) activation. AID 463104. actives 0.33% (n = 330,000). activation, % at 20 µM. CHO-XBP1 luciferase reporter, IRE1-XBP1 UPR activation, luminescence; percent of tunicamycin response, DMSO as zero;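 active = versus positive control, 20 µM dose yields 30% or more activation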;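 also: 100% = tunicamycin at 10 µg/mL and 0% = DMSO only wells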
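Assay system: CHO-XBP1 luciferase reporter cells; Schedule: 6 h treatment, 37 °C; Detection: glow luminescence from Steady-Glo reagent; Benchmarks: high control tunicamycin 10 µg/mL final, low control DMSO vehicle only.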
TIM10 inh: inhibits growth of TIM10 yeast strain; S. cerevisiae TIM10 strain growth, BacTiter-Glo luminescence, 24 h; actives 1.4% (n = 330,000); inhibition, % at 10 µM; AID 463195;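 active = inhibition of 40% or more at the single tested concentration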;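 also: wild-type TIM10 isogenic control strain grown at permissive 25 °C; 0% = DMSO yeast wells and 100% = minimal medium wells without yeast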
Mdm2 MdmX PPI: disrupts the human Mdm2-MdmX interaction; O15151+Q00987; SaOS-2 split-luciferase Mdm2/MdmX complementation, luminescence; inhibition, % at 8 µM; actives 3% (n = 330,000);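 active = inhibition of at least 50% at 8 µM in the primary screen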
Target sequence (O15151 whole entry, looked up): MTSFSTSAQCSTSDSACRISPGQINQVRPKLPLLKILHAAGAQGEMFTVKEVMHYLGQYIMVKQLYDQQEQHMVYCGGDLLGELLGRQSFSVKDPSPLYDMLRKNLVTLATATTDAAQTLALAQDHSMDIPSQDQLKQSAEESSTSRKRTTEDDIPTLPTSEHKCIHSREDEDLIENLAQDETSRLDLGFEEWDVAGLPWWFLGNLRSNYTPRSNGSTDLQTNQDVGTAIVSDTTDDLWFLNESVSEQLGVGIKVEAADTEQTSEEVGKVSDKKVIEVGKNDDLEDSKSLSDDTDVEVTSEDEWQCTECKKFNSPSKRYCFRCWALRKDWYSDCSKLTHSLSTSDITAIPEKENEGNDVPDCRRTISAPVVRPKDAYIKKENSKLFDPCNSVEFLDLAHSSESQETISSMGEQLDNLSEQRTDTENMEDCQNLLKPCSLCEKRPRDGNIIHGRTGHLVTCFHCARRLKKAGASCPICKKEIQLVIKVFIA
Target sequence (Q00987 whole entry, looked up): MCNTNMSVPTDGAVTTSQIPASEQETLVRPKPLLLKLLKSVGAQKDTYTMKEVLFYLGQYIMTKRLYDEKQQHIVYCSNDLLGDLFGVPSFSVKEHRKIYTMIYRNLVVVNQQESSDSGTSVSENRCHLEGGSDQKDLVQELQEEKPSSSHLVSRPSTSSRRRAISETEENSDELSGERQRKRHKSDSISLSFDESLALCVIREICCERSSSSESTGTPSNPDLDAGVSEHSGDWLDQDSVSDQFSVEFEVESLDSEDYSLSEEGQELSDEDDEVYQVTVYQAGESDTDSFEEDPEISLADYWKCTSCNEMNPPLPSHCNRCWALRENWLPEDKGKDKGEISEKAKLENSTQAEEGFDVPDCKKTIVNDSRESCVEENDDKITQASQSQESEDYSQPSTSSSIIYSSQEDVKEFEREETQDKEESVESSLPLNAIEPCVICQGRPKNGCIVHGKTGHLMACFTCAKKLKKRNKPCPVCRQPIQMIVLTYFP
tim23-1 inh: inhibits growth of tim23-1 mutant yeast | S. cerevisiae tim23-1 growth, BacTiter-Glo luminescence, 24 h | inhibition, % at 20 µM | actives 1.3% (n = 330,000) | AID 463212;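 active = growth inhibition of the mutant yeast at or above 50%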;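 also: temperature-sensitive mutant grown at 25 °C; plate controls were DMSO-treated mutant yeast for no effect and medium wells lacking yeast for full effect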
Jurkat NFkB inh: inhibitors of the PMA/ionomycin-induced NF-kB reporter in Jurkat cells. inhibition, % at 4 µM. actives 0.53% (n = 330,000). PMA/ionomycin-induced NF-kB luciferase reporter, luminescence; in the data active = inhibition above about 50%
UPR CHOP act: apoptotic UPR (CHOP) activation. CHO-CHOP luciferase reporter, luminescence; percent of tunicamycin response over DMSO baseline. activation, % at 10 µM. actives 0.34% (n = 330,000);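 active = at 10 µM dose, activation of 40% or more, normalized to positive control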;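 also: 100% = tunicamycin at 10 µg/mL and 0% = DMSO alone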
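Evaluation: % reporter activation, DMSO baseline versus tunicamycin full activation; System: CHO-CHOP luciferase reporter cell line; Input: 500 cells/well; Incubation: 6 h compound treatment, 37 °C; Measured by: Steady-Glo luciferase luminescence; Dosing: one dose, 10 µM in 0.5% DMSO; Buffer or medium: F12 medium, 10% FBS; Benchmarks: positive tunicamycin 10 µg/mL, negative DMSO alone.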
Active calls of the source: *; x = no result given. Rows are unselected; any-hit rate near 6.6%.

SMILES	tim10-1 inh	697 NFkB inh	UPR XBP1 act	TIM10 inh	Mdm2 MdmX PPI	tim23-1 inh	Jurkat NFkB inh	UPR CHOP act
O=C(NCCN1CCOCC1)c1ccc2c(c1)N(Cc1ccc(F)cc1)C(=O)CS2	-13	5	-2	-1	2	-13	8	-1.9
CC1CCCN(C(=O)c2ccc(S(=O)(=O)N3CCC(c4nc5ccccc5s4)CC3)cc2)C1 (stereo not drawn)	10	-30	-4	-8	16	13	15	1.5
C[C@H]1CN(C2CCCCC2)C(=O)[C@@H]1CC(=O)NCc1ccccc1	21	-1	0	14	-9	16	8	-1.1
O=C(CCC(=O)c1ccc(Cl)cc1)OCn1nnc2ccccc2c1=O	-16	10	-2	-18	-15	21	18	-0.1
O=C(NCCCNC(=O)c1c(Cl)cccc1Cl)c1c(Cl)cccc1Cl	-18	3	0	-12	-4	3	-11	0.0
COC(=O)C1=C(C(=O)c2ccccc2)C(c2cccs2)n2nnnc2N1 (stereo not drawn)	16	9	2	-1	1	7	-19	1.4
Cc1cc(N2CC(C)OC(C)C2)n2cc(-c3ccccc3)nc2n1 (stereo not drawn)	7	16	-2	10	16	12	-13	3.4
CCOC(=O)c1cc(NC(=O)N(C(C)C)C2CCCCC2)c(C)nc1C	-5	7	-1	12	-28	13	1	2.0
COc1cccc(C(=O)Nc2cc(OC)ccc2NC(=O)c2ccco2)c1	20	-6	-3	20	2	28	-4	-1.8
C[C@H](CO)N1C[C@H](C)[C@@H](CN(C)Cc2ccc3c(c2)OCO3)Oc2c(NC(=O)Cc3ccccc3)cccc2C1=O	-6	20	-3	-2	22	1	0	-0.3
CC(C)NC(=O)C1CCCN(c2nnc(-n3cccc3)s2)C1 (stereo not drawn)	-6	-7	1	3	10	-10	-2	-0.7
NS(=O)(=O)c1ccc(NC(=O)COC(=O)COc2ccc3ccccc3c2)cc1	12	7	-1	-10	9	-5	-3	0.0
C[C@@H]1COC(=O)[C@@H](Cc2ccc(F)cc2)C/C=C\C[C@@H](CC(=O)N[C@H](CO)Cc2ccccc2)C(=O)N1	-8	2	-2	11	-6	-13	-13	2.9
O=C1CCCC2=C1C(c1ccncc1)Nc1ccccc1N2 (stereo not drawn)	-5	5	0	-2	14	13	-6	-0.5
CC(=O)Oc1ccc(N2C(=O)[C@@H]3[C@H](C2=O)[C@H]2c4ccccc4C=NN2[C@@H]3C(C)=O)cc1	14	10	-4	10	18	13	-1	1.0
CCOP(=O)(OCC)/C(=N/OC(=O)c1ccc(Cl)cc1Cl)C(N)=O	15	5	-3	10	13	0	10	8.3
CS(=O)(=O)N1N=C(c2ccco2)CC1c1ccc(Cl)cc1 (stereo not drawn)	-2	-3	1	-4	-17	8	-21	4.2
COc1cccc(NC(=O)Cn2c(=O)n(-c3cc(OC)c(OC)c(OC)c3)c(=O)c3ccccc32)c1	-8	8	-2	-4	23	-13	-4	-3.7
FC(F)(F)c1cccc(NC(=S)NC2CCCC2)c1	37	-42	1	33	10	46	4	0.3
O=C(CCc1ccccc1)NCCS(=O)(=O)N1CCN(c2ccccc2)CC1	15	-2	-1	5	5	12	-9	-0.8
C[C@H](CO)N1C[C@H](C)[C@@H](CN(C)S(=O)(=O)c2cccs2)Oc2c(NC(=O)C3CC3)cccc2C1=O	-14	16	-2	-1	17	-1	-1	-1.0
CCOC(=O)C1C(=O)OC(C)(C)C1C(C)C(=O)c1ccccc1 (stereo not drawn)	14	21	0	14	6	25	-5	-1.2
COc1cc(NC(=O)N[C@@H](Cc2ccccc2)C(=O)O)cc(OC)c1	2	-1	-2	15	15	-2	7	0.1
COC(=O)c1cnc(Nc2cccc(C(F)(F)F)c2)c([N+](=O)[O-])c1	1	15	-3	-4	23	13	-16	-1.1
Cc1cccc(N2CCN(C(=O)C3CCC(=O)N(Cc4ccccc4F)C3)CC2)c1C (stereo not drawn)	18	-65	0	0	3	19	8	0.2
CC(C)(C#N)N([O-])C=C[N+](=O)C(C)(C)C#N	13	2	-2	6	3	5	4	-2.7
O=C(COc1ccccc1)N/N=C/c1sc(=O)n(Cc2cccc(C(=O)O)c2)c1Cl	-6	-5	-1	1	10	12	-3	-2.5
COc1ccc(Br)cc1C(=O)Nc1nnn(C)n1	9	10	0	2	6	3	2	1.1
O=C(c1cnn2c(C(F)(F)F)cc(-c3ccccc3)nc12)N1CCCCC1c1cccnc1 (stereo not drawn)	20	17	3	21	12	19	9	1.4
O=C1/C(=C/c2cccc(F)c2)SC(=S)N1NS(=O)(=O)c1ccccc1	15	3	-2	38	-3	47	-9	2.0
COc1ccc(OC)c(S(=O)(=O)Nc2cc(C)on2)c1	-9	24	-2	3	18	10	3	1.9
Cc1cc(NS(=O)(=O)c2ccc(NC(=O)CN3C(=O)c4ccccc4C3=O)cc2)nc(C)n1	13	-3	1	1	-11	13	12	2.1
COc1ccc(NC(=O)Nc2ccccc2SC)cc1	9	-43	1	-3	-35	17	-37	3.4
CCn1cc(C2Nc3ccccc3C(=O)N2O)c(C)n1 (stereo not drawn)	-13	-6	2	-13	6	-13	-5	0.5
CC(=O)Nc1cccc(OCCCNC(=O)c2ccc(C(C)(C)C)cc2)c1	11	-5	0	2	-13	13	-12	1.9
CCC(C)[C@H](NC(=O)OC(C)(C)C)C(=O)N/N=C/C1=Cc2ccccc2OC1 (stereo partly drawn)	19	-2	2	2	-18	21	-11	0.4
COc1ccc(F)cc1C(=O)COC(=O)c1n[nH]c(=O)c2ccccc12	9	18	1	-10	12	8	3	4.1
CNC(=O)COc1coc(CN2CCN(c3ccccc3F)CC2)cc1=O	-17	-9	-5	-2	12	-10	5	2.9
COC(=O)Cn1cnc2c(Cl)nc(F)nc21	1	-1	-2	-3	23	28	x	1.0
COc1ccccc1NC(=O)CSc1nnc(C)o1	20	18	-2	-6	20	-1	10	-0.8
Fc1ccccc1-c1nnc2c3ccccc3nc(N3CCOCC3)n12	30	1	0	7	-21	30	-1	-2.1
CCOc1cccc(-c2c(C(=O)N/N=C(\C)c3ccncc3)nnn2-c2nonc2N)c1	11	-14	-5	7	27	6	7	-0.5
Cc1ccc(S(=O)(=O)N(C)C)cc1NC(=O)COC(=O)CNC(=O)c1cccs1	12	3	-1	2	16	5	-12	0.5
Cc1cc(/C=C(/C#N)c2nc3ccccc3[nH]2)c(C)n1-c1cc(C(=O)O)cc(C(=O)O)c1	18	6	-7	-1	3	6	-27	-2.2
Cc1ccnc(NC(=O)c2cc3cc(F)ccc3s2)c1	-14	-172	0	8	-140	26	-169	2.4
Cc1cc(-c2ccc([N+](=O)[O-])cc2)nc2ccccc12	11	-22	3	1	-2	-1	-10	1.7
CCn1nc(C)c(/C=N/NC(=O)Cn2nnc(N)n2)c1C	8	2	-2	22	29	10	11	1.4
CCCCOc1ccc(C(=O)OCC(=O)N2CCOCC2)cc1	-8	-16	6	16	-25	17	0	0.4
O=C1C2C(C(=O)N1/N=C/c1cccc([N+](=O)[O-])c1)C1C=CC2C12CC2 (stereo not drawn)	20	-49	1	14	-28	34	-15	3.6
CCc1nnc(NS(=O)(=O)c2ccc(NC(=O)/C=C/c3ccc(OC)cc3OC)cc2)s1	2	0	-2	11	14	9	21	1.3
O=C(O)c1ccc(N/N=C/c2ccncc2)cc1	6	-43	-4	-3	12	-19	-9	-0.2
c1ccc(-c2noc(-c3ccno3)n2)nc1	6	4	3	4	-12	-3	13	2.9
O=C(CSc1ccc([N+](=O)[O-])cn1)Nc1ccc2c(c1)OCCO2	9	6	-2	1	4	7	11	-0.5
CC(=O)c1ccc(OCC(O)CN2CCc3ccccc3C2)cc1 (stereo not drawn)	0	-7	-1	-2	-18	2	2	-0.2
O=C(NNC(=O)c1ccc([N+](=O)[O-])cc1Cl)c1ccncc1	7	-1	1	-5	-17	9	-7	4.4
COc1ccc(OCCOC(=O)Nc2ccccc2)cc1	19	-4	0	12	-12	33	5	0.6
CCN(CC)C(=O)C(=O)N/N=C/c1cccc(Br)c1	5	-52	6	4	-21	15	-4	-0.3
C[C@H]1CN([C@@H](C)CO)C(=O)c2cc(NC(=O)Cc3ccccc3)ccc2O[C@H]1CN(C)Cc1ccccc1	13	19	1	1	27	15	-4	0.6
Clc1ccc(-c2ncc3ccccn23)cc1	11	3	0	-2	9	9	-5	0.0
O=C1/C(=C/c2cccs2)Cc2ccccc21	20	-24	4	48*	-8	51*	0	3.4

Full records, quoted from the list. Values in the order: tim10-1 inh, 697 NFkB inh, UPR XBP1 act, TIM10 inh, Mdm2 MdmX PPI, tim23-1 inh, Jurkat NFkB inh, UPR CHOP act
Listed for Fc1ccccc1-c1nnc2c3ccccc3nc(N3CCOCC3)n12 : 30, 1, 0, 7, -21, 30, -1, -2.1
Listed for Cc1ccc(S(=O)(=O)N(C)C)cc1NC(=O)COC(=O)CNC(=O)c1cccs1 : 12, 3, -1, 2, 16, 5, -12, 0.5
Listed for O=C(O)c1ccc(N/N=C/c2ccncc2)cc1 : 6, -43, -4, -3, 12, -19, -9, -0.2
Listed for Cc1cc(-c2ccc([N+](=O)[O-])cc2)nc2ccccc12 : 11, -22, 3, 1, -2, -1, -10, 1.7
Listed for C[C@H]1CN([C@@H](C)CO)C(=O)c2cc(NC(=O)Cc3ccccc3)ccc2O[C@H]1CN(C)Cc1ccccc1 : 13, 19, 1, 1, 27, 15, -4, 0.6

Later entries
SMILES	tim10-1 inh	697 NFkB inh	UPR XBP1 act	TIM10 inh	Mdm2 MdmX PPI	tim23-1 inh	Jurkat NFkB inh	UPR CHOP act
N/C(=N\OC(=O)CCCOc1ccc(Cl)cc1Cl)c1ccccn1	59*	-7	2	40	-7	21	3	0.9
COc1ccc2[nH]c3c(c2c1)CCN1C(=O)C(CC(=O)NCCCn2ccnc2)C[C@H](C(=O)N2CCCCC2)[C@@]31C (stereo partly drawn)	-4	0	-2	-18	-18	19	x	-0.3
CNC(=S)Nc1ccc(C(N)=O)cc1	-7	13	0	-16	13	-3	18	0.2
Cn1c(=O)c2ccccc2n(Cc2ccccc2F)c1=O	12	-16	-1	17	34	17	8	0.4
COC(=O)/C=C/c1ccc2c(c1)S(=O)(=O)N(c1cccc(OC)c1)[C@H]2CC(=O)OC	-8	-7	1	-15	-22	22	11	-0.8
CC(NC(=O)c1cc2ccccc2oc1=O)c1ccccc1 (stereo not drawn)	-11	-14	-4	-20	9	23	-16	8.5
O=c1c2ccccc2nc2n1C(CBr)CN2 (stereo not drawn)	7	7	1	0	-4	0	5	1.6
Cc1ccc(N(CC(=O)N2CC(=O)Nc3ccccc32)S(=O)(=O)c2ccc3c(c2)OCCO3)cc1	22	-8	-1	-2	7	15	-17	-2.6
COc1cccc(NC(=O)N2CCCC2C(=O)NC(C)C)c1 (stereo not drawn)	-8	14	-2	6	9	11	-1	-0.1
CCOC(=O)c1nnn2c1nc(N(CC)CC)c1ccccc12	22	5	3	2	33	25	2	-0.3
CCOC(=O)Cc1csc(NC(NC(=O)OCC)(C(=O)OCC)C(F)(F)F)n1 (stereo not drawn)	3	0	1	2	29	16	7	-0.5
CC(C)c1csc(CN2CCN(CCc3ccccc3)C(CCO)C2)n1 (stereo not drawn)	8	-8	-1	10	-1	21	0	-2.2
Cc1ccccc1NS(=O)(=O)c1ccc(C(=O)N2CC(C)OC(C)C2)cc1 (stereo not drawn)	5	4	-1	5	11	-3	2	-1.0
COc1cc(CNCCc2ccccc2F)ccc1OCC(=O)N1CCCCC1	-7	-19	0	-1	14	8	-8	-2.1
Cc1ccccc1NC(=O)NNC(=O)CCc1ccccc1	-16	13	-4	2	18	-1	6	-0.1
